BioA inh – M. tuberculosis BioA enzyme inhibitors, primary screen, biochemical, plate reader, single point, HTS | 0.096% of 360,000 active | AID 602481, 2012 | purified M. tuberculosis BioA enzyme | inhibition, % at 9.99 µM; in the data active = inhibition above about 40%
Mtb FBA inh – Mtb FBA enzyme inhibitors, primary screen, biochemical, fluorescence, strain H37Rv; purified M. tuberculosis FBA, fluorescence read-out; inhibition, % at 1 µM; 2.3% of 360,000 active; in the data active = inhibition above about 27%;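 also: 0% = vehicle and 100% = reference inhibitor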
Target sequence (P9WQA3 whole entry, looked up): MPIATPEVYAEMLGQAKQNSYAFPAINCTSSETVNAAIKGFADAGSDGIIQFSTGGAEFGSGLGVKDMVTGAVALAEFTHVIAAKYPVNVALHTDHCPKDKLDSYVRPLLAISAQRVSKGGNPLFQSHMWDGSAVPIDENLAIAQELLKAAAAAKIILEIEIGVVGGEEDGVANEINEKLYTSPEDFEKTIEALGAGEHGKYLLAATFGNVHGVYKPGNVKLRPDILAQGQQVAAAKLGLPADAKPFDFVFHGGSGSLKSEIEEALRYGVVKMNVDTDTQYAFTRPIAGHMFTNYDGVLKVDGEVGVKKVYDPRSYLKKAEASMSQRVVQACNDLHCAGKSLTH
Y pestis TopoI – Yersinia pestis topoisomerase I inhibitors, primary screen, biochemical, cleavage product accumulation, plate reader, single point | DNA topoisomerase I (Yersinia pestis CO92) | Y. pestis Topo-I cleavage product accumulation | activity, % at 10 µM | 0.064% of 360,000 active | AID 504884, 2011; in the data active = activity above about 50%, passing the limit was not always enough; also: inactives centre near 2
Mtb UGM inh – M. tuberculosis UGM enzyme inhibitors, primary screen, biochemical, fluorescence polarization, single point. UDP-galactopyranose mutase (Mycobacterium tuberculosis (strain ATCC 25618 / H37Rv)), …. purified UGM, fluorescence polarization probe displacement. inhibition, % at 10 µM. 0.06% of 320,000 active. AID 504406, 2011; in the data active = inhibition above about 10%, passing the limit was not always enough
Target sequence (P9WIQ1 whole entry, looked up): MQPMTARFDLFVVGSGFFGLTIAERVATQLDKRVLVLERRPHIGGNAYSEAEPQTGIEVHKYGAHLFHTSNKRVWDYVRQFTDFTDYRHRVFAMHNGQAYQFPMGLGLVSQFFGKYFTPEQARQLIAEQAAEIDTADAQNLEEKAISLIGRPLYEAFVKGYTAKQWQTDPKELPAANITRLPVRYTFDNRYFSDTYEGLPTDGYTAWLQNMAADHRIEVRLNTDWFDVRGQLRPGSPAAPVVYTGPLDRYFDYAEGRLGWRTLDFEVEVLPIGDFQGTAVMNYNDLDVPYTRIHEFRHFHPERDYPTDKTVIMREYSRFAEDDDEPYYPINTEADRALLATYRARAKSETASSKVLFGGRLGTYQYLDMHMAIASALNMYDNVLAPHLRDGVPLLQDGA
TcdB GH inh – TcdB glycohydrolase inhibitors, primary screen, biochemical, single point, plate reader; Toxin B (Clostridioides difficile), P18177; TcdB glycohydrolase enzymatic assay; inhibition, % at 9.99 µM; 0.24% of 350,000 active; AID 652162, 2013; in the data active = inhibition above about 10%
GDH-TPI counter – GDH-TPI coupling enzyme inhibitors, primary screen, artefact control for M. tuberculosis FBA inhibitor project, biochemical, absorbance, full deck; GDH-TPI coupled enzyme counterscreen, NADH absorbance; inhibition, % at 4.8 µM; 1.2% of 360,000 active; in the data active = inhibition above about 30%;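 also: 0% = DMSO wells and 100% = wells lacking the enzyme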
FadD28 FP inh – inhibitors of FadD28 bisubstrate probe binding, primary screen, biochemical, fluorescence polarization, single point. Mycobacterium tuberculosis FadD28 fatty-acid-AMP ligase. inhibition, % at 12.5 µM. 0.22% of 360,000 active. AID 588549, 2011; in the data active = inhibition above about 8.5%, passing the limit was not always enough
BH1578 lux ind – inducers of Vibrio cholerae quorum light production without autoinducers, primary screen, BH1578 luxS cqsA deficient, single point. V. cholerae BH1578 lux reporter, luminescence, 6 h. activation, % at 18.7 µM. 0.16% of 350,000 active. AID 588436, 2011; in the data active = activation mostly above about 9.7%, no sharp cut-off; also: not every result past the cut was called active; inactives centre near 0; reference of the scale not given here
PfHsp40 yeast – rescue of yeast from PfHsp40 toxicity, primary screen, S. cerevisiae, ATP luminescence | S. cerevisiae expressing PfHsp40, growth rescue | growth rescue, % at 12.5 µM | 0.68% of 340,000 active | AID 504582, 2011; in the data active = growth rescue above about 28%, passing the limit was not always enough;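 also: yeast W303a lacking pdr1 and pdr3 grown in galactose medium; growth measured after three days at 30 °C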
An asterisk follows results filed as active; i = inactive; · = not tested or not shown. Random draw from the library (roughly 4.6% active in at least one column).

Structure | BioA inh | Mtb FBA inh | Y pestis TopoI | Mtb UGM inh | TcdB GH inh | GDH-TPI counter | FadD28 FP inh | BH1578 lux ind | PfHsp40 yeast
C=CCOc1c(CNc2cccc(C(=O)O)c2)cccc1OC | 2.1 | 29* | -1 | · | · | -4 | -3.9 | 0.3 | 0.8
Cc1no[n+]([O-])c1COc1ccc(/C=N/n2nnnc2N)cc1 | · | 0 | -1 | -1.3 | · | 7 | -0.8 | -0.2 | -0.3
CC1=C(C)CC(C(=O)NCC(=O)c2ccccc2)C(C(=O)O)C1 (stereo unspecified) | -1.4 | 3 | 6 | 0.4 | · | 6 | 0.1 | 1.1 | -2.3
CCCc1cc(=O)oc2cc3oc(C)c(C)c3cc12 | -1.3 | 7 | -3 | 2.3 | · | 7 | -0.7 | · | 0.7
CC1(C)CC(=O)C2=C(C1)OC(N)=C(C#N)C2c1ccc(OC(=O)N2CCOCC2)cc1 (stereo unspecified) | -0.2 | -2 | 2 | 0.6 | · | 0 | -3.7 | -0.7 | -0.1
Cc1ccc(C)c(NC(=O)C2(C)CCCN2C(=O)C(C)C)c1 (stereo unspecified) | -0.9 | -1 | -1 | · | 0.4 | -7 | -1.4 | -5.0 | ·
C(=N\Nc1nc(N2CCCCC2)nc(N2CCCCC2)n1)/c1c[nH]c2ccccc12 | · | 0 | -28 | -2.7 | 1.8 | 8 | -1.6 | -0.3 | 1.5
Cc1ccccc1-c1csc(C(O)c2ccc(F)c(F)c2)n1 (stereo unspecified) | -0.4 | -4 | 3 | · | 1.9 | 4 | -2.2 | -0.3 | ·
CCc1ccccc1NC(=O)c1nnn(CC(=O)Nc2cccc(C)c2)c1N | -0.4 | 2 | 2 | -0.1 | 0.2 | 1 | 1.0 | i | -1.3
CCN1CCN(CCC(=O)Nc2ccccc2OC)CC1 | -0.7 | -2 | -3 | -0.2 | 0.9 | 0 | -3.2 | -7.1 | -1.4
CN(C)C1=NC[C@H](Cc2ccccc2)N1CCc1cccc(F)c1 | 0.1 | 5 | 4 | 3.7 | 1.5 | 19 | 0.7 | -1.4 | -0.4
Cc1ccc(Cn2nc(C)c(C(=O)N3CCN(S(=O)(=O)/C=C/c4ccccc4)CC3)c2C)cc1 | · | -1 | 3 | -0.4 | 0.2 | -3 | -4.0 | i | 0.4
Cc1noc(C)c1C(=O)N1CCN(S(=O)(=O)c2cccc(Cl)c2Cl)CC1 | · | 1 | 7 | 3.8 | 0.0 | 4 | -2.1 | -2.1 | -1.7
CCCOc1ccc(N2C(=O)CC(NCCc3ccc(S(N)(=O)=O)cc3)C2=O)cc1 (stereo unspecified) | -3.2 | 2 | 1 | -0.3 | · | 11 | -1.0 | -0.3 | -0.7
COc1ccc(NC(=O)c2ccc(COc3ccc(C)cc3)o2)cc1 | -0.1 | 0 | -3 | -1.8 | 2.6 | 1 | -1.2 | -0.9 | -1.6
COc1ccc(S(=O)(=O)N2CCCN(CC(=O)Nc3ccc(OC)c(Cl)c3)CC2)cc1 | 0.5 | -14 | 16 | 6.0 | · | -4 | -5.1 | -0.2 | -0.7
Cc1ccccc1NC(=S)NCC1CCC(CNC(=S)Nc2ccccc2C)CC1 (stereo unspecified) | · | -3 | 21 | -1.3 | -0.3 | -9 | -1.6 | -0.5 | -0.3
Cc1cc(C)cc(NC(=S)Nc2cccc3cnccc23)c1 | · | 0 | -15 | · | 0.6 | 2 | -5.4 | i | -0.1
O=C(NNC(=O)c1nc2ccccc2[nH]1)OCc1ccccc1 | -1.6 | 13 | -4 | -1.0 | -1.5 | 17 | 0.5 | -0.9 | 0.5
CCc1ccc(-c2nnn(CCC(=O)OC)n2)cc1 | -0.8 | 7 | -6 | 2.0 | · | 8 | -1.9 | -0.2 | -1.1
CC1=C(C(=O)N(C)C)CC(CC(=O)NCc2ccco2)C(=O)N1CCC1=CCCCC1 (stereo unspecified) | -1.4 | 3 | 2 | · | 0.1 | 11 | -1.2 | i | ·
COc1ccc(Cl)cc1N(CC(=O)NCCSc1ccccn1)S(=O)(=O)c1ccccc1 | -0.9 | 0 | 44 | 0.9 | 0.4 | -7 | -4.1 | -0.5 | 0.3
CC1Cc2ccccc2N1C(=O)c1cc2cccnc2n(C)c1=O (stereo unspecified) | 0.7 | 0 | 9 | 0.1 | 1.5 | 14 | -2.8 | -0.3 | -0.3
Cc1ccc(C)c(NC(=O)CN(C)C(=O)Cc2ccccc2)c1 | · | -2 | 1 | 0.0 | · | 0 | -1.8 | i | -0.9
CC(=O)Nc1n[nH]c(S(=O)(=O)Cc2ccc(Cl)cc2Cl)n1 | -0.4 | 1 | -2 | 0.7 | · | -2 | -1.3 | i | 0.5
CCCN1CCN(C(=O)Cn2nc(CC)n3c(cc4sccc43)c2=O)CC1 | 33 | 5 | 1 | 0.8 | 0.3 | 10 | -1.9 | -0.4 | -1.0
O=C(Nc1cccc(C(F)(F)F)c1)c1ccc(-n2cncn2)nc1 | · | -2 | -5 | 0.4 | 0.0 | 1 | -0.3 | 0.6 | -0.8
COc1ccc(C(=O)NCC(=O)NCC2(N(C)C)CCCCC2)cc1OC | 3.2 | -1 | 2 | -4.1 | · | -3 | -3.0 | -0.3 | -1.5
Nn1cnnc1N/N=C/c1ccc(F)cc1 | 0.3 | -5 | 0 | -1.1 | 3.3 | 9 | -2.1 | 0.8 | -0.2
CCOc1cccc(C(=O)Nc2cnn(Cc3ccccc3)c2)c1 | 2.0 | -11 | -4 | 1.0 | · | 0 | -4.1 | 0.7 | 2.4
Cc1nnc(NC(=O)c2ccccc2-c2ccccc2C(=O)O)s1 | · | 6 | 1 | -2.0 | -1.6 | -15 | -2.7 | -0.2 | -0.4
CC[C@@H]1CC=C[C@H]2[C@H]1C(=O)N(Cc1ccccc1)[C@H]2c1ccc(C(F)(F)F)cc1 | -2.3 | 4 | 17 | 1.3 | -0.8 | 9 | -1.5 | 0.5 | 0.6
COC(=O)c1ccc(CNC(=O)c2ccc(OCC(=O)N3CCOCC3)c(OC)c2)cc1 | 3.8 | 3 | -6 | 1.2 | 2.6 | -10 | -3.5 | -0.7 | -0.9
Cc1csc(NC(=O)c2nc(-c3ccccc3)n(-c3ccccc3)n2)n1 | -1.4 | 0 | 8 | -1.0 | · | 9 | -2.9 | i | -0.1
COC(=O)CSC1=NN1c1cc(C)nc(N)n1 | -1.1 | 6 | 1 | 2.1 | 1.9 | 11 | -1.8 | i | -0.8
Cc1c(C(=O)N(C)CCC#N)oc2ccc(S(=O)(=O)N3CC(C)CC(C)C3)cc12 (stereo unspecified) | 9.4 | 5 | 17 | -2.1 | 1.4 | 8 | -1.1 | 0.7 | 1.6
Cc1ccc(NS(=O)(=O)c2ccc(-c3coc(C)n3)cc2)c(Cl)c1 | 0.1 | 0 | 5 | · | 1.8 | 3 | -2.7 | 1.3 | ·
Cc1ccc(S(=O)(=O)Nc2ccc(C(=O)Nc3ccncc3)cc2)cc1 | · | 10 | -4 | -0.1 | 1.4 | 1 | -6.2 | -0.3 | 1.0
OCC1OC(n2cnc3ccccc32)CC1O (stereo unspecified) | · | -1 | -3 | -0.8 | 0.7 | -6 | -2.6 | -0.9 | 1.5
CCCN(CCC)CCSc1nc(O)c(C(C)C)c(=O)[nH]1 | -0.2 | -2 | 3 | -0.9 | · | -8 | -3.1 | 1.8 | 0.1
CCOc1cc(N2CCOCC2)c(OCC)cc1NC(=O)CN1C(=O)NC(CC)(c2ccc(F)cc2)C1=O (stereo unspecified) | -0.1 | 5 | 6 | · | 0.8 | 5 | -1.2 | -0.5 | 1.7
CCCn1c(O)c(N=NC(=O)CNC(=O)/C=C/c2ccc(OC)cc2)c2ccccc21 | 0.6 | 0 | 20 | -1.2 | -1.6 | 16 | 1.3 | 80* | 0.7
CC1=Nc2ccccc2/C1=C/c1c(O)n(C)c(=O)[nH]c1=O | -1.6 | -4 | -15 | 3.4 | -0.1 | 6 | -3.0 | i | -1.7
CSCCC(NC(=O)c1ccc(Cl)cc1)C(=O)OCC(=O)Nc1cc(Cl)ccc1C#N (stereo unspecified) | · | -1 | 20 | 0.1 | · | 18 | 1.0 | i | 2.1
CCc1nc2ccc(C(=O)N3CCN(C(C)=O)CC3)cn2c1N(CC)C(C)=O | -1.3 | 3 | 2 | · | 1.5 | 3 | -1.0 | -4.5 | ·
Fc1ccc(C2=CC(c3ccc(Br)o3)n3ncnc3N2)cc1 (stereo unspecified) | · | 43* | 0 | -2.3 | · | 11 | -1.4 | 3.3 | -1.0
Cn1c(=O)n(C)c2cc(NC(=O)COc3ccc(F)cc3F)ccc21 | 2.2 | -4 | -16 | -3.6 | 1.8 | -10 | -3.5 | -1.7 | 0.5
CN(C)S(=O)(=O)c1ccc(C(=O)OCC(=O)NCc2ccco2)cc1 | -1.6 | -4 | -2 | -0.5 | 0.8 | 2 | -1.9 | -0.2 | -0.8
COc1ccc(NC(=O)CN(C)C(=O)Cc2ccc(-c3ccccc3)cc2)cc1 | · | 1 | 30 | -2.0 | 1.5 | 1 | 0.5 | i | 1.0
COC(=O)c1ccc(C(=O)OC)c(NC(=S)N2CCCC(CO)C2)c1 (stereo unspecified) | 4.5 | 19 | -7 | -1.5 | 0.0 | -1 | -2.7 | i | 0.0
CN(C)c1ccc(CC(=O)N2CCCC(c3cc(C(=O)Nc4ccc(F)c(Cl)c4)no3)C2)cc1 (stereo unspecified) | 2.1 | -1 | 12 | · | 0.0 | 5 | -4.2 | 0.9 | ·
O=C1N=C(N2CCOCC2)S/C1=C/c1ccc(-c2ccccc2Cl)o1 | -3.0 | 0 | 8 | 2.7 | · | 5 | -0.2 | -0.3 | 0.5
O=C(CCCN1C(=O)c2ccccc2C1=O)Nc1nccs1 | -0.5 | 5 | 2 | -2.9 | · | -5 | -1.8 | -8.0 | -0.3
Cc1cc(C)nc(NS(=O)(=O)c2ccc(NC(=S)NC(=O)c3ccco3)cc2)n1 | · | -1 | 10 | 0.6 | -7.2 | -2 | -1.5 | i | -0.4
CCC(C)NC(=O)CNC(=O)Cn1c(C)cc2ccccc2c1=O (stereo unspecified) | -1.1 | -7 | -1 | 2.9 | · | 8 | -3.4 | i | 0.6
CC1=CC(C)(C)NC(=S)N1c1cccc2ccccc12 | -0.1 | -1 | 1 | 0.0 | · | -3 | -0.4 | · | 0.0
O=C(CCC(=O)NNC(=O)c1ccccc1[N+](=O)[O-])NCc1ccccc1 | · | 2 | 4 | -0.1 | 0.4 | 5 | -0.1 | -0.2 | -0.7
COc1cccc(-n2c(SCC(=O)NC3CC3)nc3ccccc3c2=O)c1 | -0.6 | -2 | -2 | · | 1.2 | 6 | -1.1 | i | ·
O=C(CC1C(=O)NCCN1Cc1cccc(Oc2ccccc2)c1)NCCn1cccn1 (stereo unspecified) | · | 0 | 6 | 0.6 | -1.6 | 8 | -1.6 | 2.0 | -1.2
CC1(C)CC(=O)N(Cc2ccccc2)C(=O)C1 | · | -2 | 3 | -2.1 | 0.9 | 11 | -0.9 | -0.3 | -0.8

Next structures follow:
Structure | BioA inh | Mtb FBA inh | Y pestis TopoI | Mtb UGM inh | TcdB GH inh | GDH-TPI counter | FadD28 FP inh | BH1578 lux ind | PfHsp40 yeast
CCOC(=O)CSc1nnc(CNC(=O)c2cccs2)n1-c1cc(OC)ccc1OC | 0.0 | -1 | 5 | · | · | -5 | -2.7 | i | -0.2
COCC(C)n1c(SCc2ccc(C(=O)OC)cc2)nc2ccccc2c1=O (stereo unspecified) | -0.9 | -1 | 34 | 0.8 | 0.4 | -3 | -4.4 | -0.4 | -0.1
Cn1c(CN2CCOCC2)nnc1SCC(=O)Nc1cccc(C(F)(F)F)c1 | 0.7 | 1 | -6 | -2.7 | 1.1 | 5 | -2.9 | i | 0.1
Cn1c(N)c(C(=O)COC(=O)c2ccccn2)c(=O)n(C)c1=O | -3.1 | -1 | 6 | -3.4 | 0.0 | 9 | -1.0 | -0.2 | -0.9
O=C(NCc1ccccc1)c1onc(CSc2ccc(F)cc2)c1C(=O)NCCCN1CCOCC1 | 0.6 | 4 | 11 | -0.4 | 1.1 | -17 | -6.4 | 4.5 | -1.0
NC(=O)C[n+]1cccc(/C=N/O)c1 | · | -1 | -4 | -1.2 | 1.3 | 0 | -3.1 | 0.7 | -1.2

Compound activity: PubChem BioAssay, several laboratories
